Screens (PubChem BioAssay)
hERG WT inh: qHTS for Inhibitors of KCHN2 3.1: Wildtype qHTS | U2OS, BacMam KCNH2, thallium flux FluxOr; stronger effect = lower value | activity change, % at 1.84 µM | hit rate 0.37% among 340,000 | AID 720551, 2013;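 active = maximum activity change below -70%; inconclusive = maximum activity change between -70% and -50%; inactive = maximum activity change above -50%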
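U2OS cells were transduced with wild-type KCNH2 virus (2.03 x 10^8 / mL) for 4 h at room temperature, then cultured overnight at 37 C. Thallium flux was read with FluxOr dye. Rate constants were normalized to DMSO controls.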
FBPA coupling cs: qHTS Assay for Inhibitors of Fructose-1,6-bisphosphate Aldolase from Giardia Lamblia: Coupling assay counterscreen. hit rate 0.67% among 290,000. AID 2472, 2010. activity change, negative = inhibition, % at 58.2 µM, hits read low. coupling enzyme system counterscreen, AmpLite Red fluorescence; in the data active = activity change below about -30%
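Coupling enzymes only (glyceraldehyde-3-phosphate) + compound, at 57.5 uM final, 10 min RT; add substrate/coupling/AmpLite Red mix, 20 min RT; fluorescence ex 525/em 598 nm. Actives flag coupling-system interference.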
Giardia killer: Small Molecules that selectively kill Giardia lamblia: qHTS; Giardia lamblia trophozoite viability; activity change, % at 7.66 µM, hits read low; hit rate 0.15% among 340,000; AID 540267, 2011; in the data active = activity change below about -80%; inconclusive = between about -30% and that limit;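 note: parasites exposed to compound for two days anaerobically before the ATP read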
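Anaerobic 48 hrs incubation at 37 deg C of 100 trophozoites/well with test compounds; ATPLite 1-Step luminescence, 15-30 min RT, reports cellular ATP as viability.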
BCR signal inh: qHTS Assay to Find Inhibitors of Chronic Active B-Cell Receptor Signaling. ABC-DLBCL IkBa-CBG/CBR reporter, luminescence ratio, 4 h. Potency, µM (doses to about 46.1 µM), without a hit: top-dose ratio change, negative = lower green/red ratio, most hits filed as inhibitors. hit rate 0.05% among 340,000; active = well fitted inhibition curve with a large enough effect in the signal ratio, with a control signal flat, not every such curve was filed as active; inconclusive = small, poorly fitted or top-dose-only effect, or effect the other way, or a change in a side signal; the % refers to the signal ratio;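 note: potency is the fitted concentration of half-maximal effect; plate controls were basal doxycycline-induced cells for no effect and cells given 10 µM MG132 for full effect; MG132 reads +100%, hits lower the ratio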
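TMD8 ABC-DLBCL cells carrying doxycycline-inducible green luciferase fused to IkappaBalpha plus unfused red luciferase were exposed to compounds (up to 46 uM) for 4 hrs at 37C. Activity came from the overlap-corrected green/red luminescence ratio.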
B2AR arrestin: qHTS assay of beta-arrestin-biased ligands of beta2-adrenergic receptor; Potency, µM (series often up to 46.1 µM), for inactives: at the highest dose activation, usual class: activators; hit rate 0.02% among 330,000; beta-arrestin recruitment to beta2AR, cell-based reporter; Beta-2 adrenergic receptor (Homo sapiens), P07550;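 note: potency is the fitted concentration of half-maximal effect; 0% = DMSO controls and full agonism = EC100 isoproterenol or metaproterenol; nearly all actives have a fitted effect of over 65% in size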
Target sequence (P07550 whole entry, looked up): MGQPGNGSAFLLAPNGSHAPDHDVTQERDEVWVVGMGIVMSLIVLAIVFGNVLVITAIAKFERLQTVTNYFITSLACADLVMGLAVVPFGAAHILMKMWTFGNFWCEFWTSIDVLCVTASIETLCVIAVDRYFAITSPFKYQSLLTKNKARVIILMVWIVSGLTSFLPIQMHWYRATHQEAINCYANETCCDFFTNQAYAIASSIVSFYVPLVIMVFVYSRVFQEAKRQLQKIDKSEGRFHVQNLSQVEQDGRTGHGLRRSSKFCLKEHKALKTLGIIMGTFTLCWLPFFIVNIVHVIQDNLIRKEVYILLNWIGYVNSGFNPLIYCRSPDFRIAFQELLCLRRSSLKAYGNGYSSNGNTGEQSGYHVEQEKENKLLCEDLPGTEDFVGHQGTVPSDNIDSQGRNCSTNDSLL
KCNH2 3.1 block: qHTS for Inhibitors of KCHN2 3.1: Mutant qHTS; U2OS KCNH2 3.1, thallium flux FluxOr; stronger effect = lower value; activity change, % (tested at about 1.8 µM); hit rate 0.95% among 340,000; AID 720553, 2013;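 active = maximum activity change below -70%; inconclusive = maximum activity change from -70% to -50%; inactive = maximum activity change above -50%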;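 note: thallium influx rate constant from kinetic fluorescence after stimulation buffer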
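Kinetic fluorescence (2 min after stimulation buffer) measures Tl+ influx through KCNH2 3.1 expressed by viral transduction in U2OS cells; the rate constant is normalized against DMSO controls serving as positive and negative references.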
Eya2 inh: qHTS Assay for Inhibitors of the Phosphatase Activity of Eya2 | Protein phosphatase EYA2 (Homo sapiens), O00167 | recombinant Eya2, OMFP fluorescence dephosphorylation (OMFP is methylfluorescein phosphate) | Potency, µM (top dose mostly 76.9 µM), inactives show top-dose activity, negative = inhibition, hits mostly inhibitors | hit rate 0.006% among 330,000 | AID 488837, 2010; note: potency is the fitted concentration of half-maximal effect
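Eya2 protein (added as 0.2 uM solution) was preincubated with compound for 10 min at ambient temperature in 50 mM HEPES pH 7.5, 50 mM NaCl, 5 uM MgCl2, 0.05% BSA, 1 mM DTT. OMFP (added at 50 uM) then reacted 10 min; fluorescence read at 485/525 nm.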
PKM2 activator: qHTS Assay for Activators of Human Muscle isoform 2 Pyruvate Kinase; Pyruvate kinase PKM (Homo sapiens), P14618; purified PKM2, Kinase-Glo ATP luminescence, activation; response scale: 0% is enzyme alone, no compound; Potency, µM (doses to about 57.5 µM), for inactives: at the highest dose activation, actives largely listed as activators; hit rate 0.34% among 260,000; AID 1631, 2009; note: potency is the fitted concentration of half-maximal effect; nearly all actives have a fitted effect of over 55% in size
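hPK-M2, >95% pure; 0.1 mM ADP / 0.5 mM PEP final; imidazole pH7.2 buffer w/ 7 mM MgCl2, 50 mM KCl; 1 h RT; Kinase-Glo lum. Intermediate enzyme activity for dual inhibitor/activator qHTS.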
USP2a inh: qHTS Assay for Inhibitors of Ubiquitin-specific Protease USP2a Using CHOP2 as the Reporter; USP2 core, Ub-CHOP2 coupled fluorogenic reporter, 485/531; Potency, µM (series often up to 38.3 µM), for the others: top-dose activity change, negative = inhibition, most hits filed as inhibitors; hit rate 0.01% among 330,000;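 note: potency is the fitted concentration of half-maximal effect; plate controls were DMSO wells for no effect and full inhibition by NEM control for full effect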
Target sequence (O75604 whole entry, looked up): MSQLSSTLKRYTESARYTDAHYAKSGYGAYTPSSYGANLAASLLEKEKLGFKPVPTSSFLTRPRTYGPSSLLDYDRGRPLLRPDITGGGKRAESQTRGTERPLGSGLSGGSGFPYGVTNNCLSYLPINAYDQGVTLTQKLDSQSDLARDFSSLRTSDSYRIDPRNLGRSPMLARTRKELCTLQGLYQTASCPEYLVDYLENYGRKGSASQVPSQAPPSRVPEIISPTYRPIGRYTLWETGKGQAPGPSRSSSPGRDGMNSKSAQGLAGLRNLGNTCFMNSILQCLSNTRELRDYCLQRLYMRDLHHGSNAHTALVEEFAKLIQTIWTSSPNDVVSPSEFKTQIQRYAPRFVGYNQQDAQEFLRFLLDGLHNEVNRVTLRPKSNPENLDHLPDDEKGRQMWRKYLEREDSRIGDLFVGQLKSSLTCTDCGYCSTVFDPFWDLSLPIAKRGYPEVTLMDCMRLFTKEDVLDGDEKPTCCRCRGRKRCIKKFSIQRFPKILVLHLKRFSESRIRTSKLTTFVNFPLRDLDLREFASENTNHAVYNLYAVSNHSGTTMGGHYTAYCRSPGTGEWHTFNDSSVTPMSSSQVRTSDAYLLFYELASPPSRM
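Cell-free coupled assay: 10nM USP2 core preincubated 30min RT with compound in Tris-HCl pH 8.0/CaCl2/CHAPS buffer, then 25nM Ub-CHOP2 and 25nM reporter substrate; fluorescence (Ex 485/Em 531) read after 60min RT, normalized to NEM inhibition, concentration-response curves fitted.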
GALK inhibitor: qHTS Assay for Inhibitors of Human Galactokinase (GALK); Potency, µM (series often up to 57.5 µM), for inactives: top-dose activity change, negative = inhibition, usual class: inhibitors; P51570; Purified GALK, Kinase-Glo residual ATP luminescence; hit rate 0.007% among 270,000; note: potency is the fitted concentration of half-maximal effect
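Compounds were pin-transferred into ATP buffer (35 uM final), then GALK plus galactose (5 nM, 100 uM final) was added. After 1 h at room temperature, Kinase-Glo Plus was added and luminescence read after 10 min.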
uPA generation: qHTS for Inhibitors of Cell Surface uPA Generation; cell surface uPA generation assay, qHTS; Potency, µM (doses to about 38.3 µM), for the others: top-dose activity change, negative = inhibition, actives largely listed as inhibitors; hit rate 0.31% among 330,000; active = well fitted inhibition curve with a large enough effect; inconclusive = small, poorly fitted or top-dose-only effect; inactive = no such curve, though single readings can be large or run the other way; tested in mouse RAW 264.7 cells; note: potency is the fitted concentration of half-maximal effect; nearly all actives have a fitted effect of over 55% in size
* hit, by the source's call; u = inconclusive; x = not tested or not shown. Unless noted, calls come from the whole dose curve; as a rule, active = well fitted curve in the direction sought with a large enough effect; inconclusive = small, poorly fitted or top-dose-only effect, or another doubt; inactive = no such curve, though single readings can be large; an effect the other way counts as inactive or inconclusive. Unless noted, % is set by controls: 0 for no effect and ±100 for the full control effect. Rows were taken by chance, and some 2.4% of all compounds hit somewhere here.

SMILES | hERG WT inh | FBPA coupling cs | Giardia killer | BCR signal inh | B2AR arrestin | KCNH2 3.1 block | Eya2 inh | PKM2 activator | USP2a inh | GALK inhibitor | uPA generation
CCCCn1c(/N=C/c2ccc(N(C)C)cc2)nc2ccccc21 | 14.7 | 1.0 | -12.2 | -0.1% | -0.2% | 3.3 | 3.9% | -2.0% | -0.3% | -6.6% | -4.2%
COCCn1c(=O)[nH]c2cc(C(=O)Nc3cc(OC)c(OC)c(OC)c3)ccc2c1=O | 1.3 | 1.1 | -20.5 | 18.0% | 0.0% | 10.2 | -12.9% | x | -1.0% | 12.1% | -0.3%
Cc1cccc(N2CCN(C(=O)C3CCN(S(=O)(=O)c4cccc5cccnc45)CC3)CC2C)c1 (configuration not stated) | -3.9 | -8.1 | 9.8 | 5.5% | -0.2% | -8.1 | -0.9% | 3.3% | -7.7% | 1.5% | -14.9%
O=C(CSc1nnc(-c2cnccn2)n1Cc1ccco1)Nc1ccc(Br)cc1 | -6.6 | 3.6 | -23.0 | x | x | 2.0 | x | 8.5% | x | 1.1% | 4.4%
COc1ccc(NC(=O)CC2CCCC2)cc1S(=O)(=O)N1CCCCC1 | 7.3 | -3.1 | 6.7 | u | -0.3% | 23.0 | -3.5% | 3.2% | 0.7% | -2.8% | -0.9%
CC(=O)c1c(C)nn(CC(O)COc2ccc3ccccc3c2)c1C (configuration not stated) | -15.5 | 2.0 | -8.3 | 5.6% | 0.4% | 1.5 | 5.7% | -3.0% | 0.1% | 3.6% | 0.2%
COc1ccc(CN2CCNC(=O)C2CC(=O)N(C)Cc2nccs2)c(OC)c1 (configuration not stated) | 5.1 | -0.9 | -1.7 | 3.9% | 0.2% | 5.0 | 1.7% | 0.0% | -0.4% | 8.7% | -5.2%
Cc1[nH]n(-c2cccc(Cl)c2)c(=O)c1C=NCC(C)C | -11.7 | -0.3 | -5.6 | 10.4% | 0.2% | 7.6 | -5.1% | -2.1% | 1.2% | 3.8% | 3.7%
COC(=O)c1ccc(OCC(=O)Nc2ccccc2C(=O)NC2CC2)cc1 | -17.8 | x | -14.6 | -6.8% | -0.1% | -11.9 | 4.0% | x | 1.3% | x | -11.6%
CCC(C(=O)N1CCC(C(N)=O)CC1)n1nc(C)n2c(cc3occc32)c1=O (configuration not stated) | -4.4 | -0.8 | -3.1 | -8.3% | 0.4% | -10.2 | 1.5% | x | 2.2% | -4.7% | -1.6%
C/C(=N\NC(=O)CSCc1ccc([N+](=O)[O-])cc1)c1ccccc1 | -6.1 | -2.0 | 5.8 | -14.7% | -0.3% | 20.2 | -23.8% | -1.8% | -5.4% | -1.1% | 9.9%
O=C(NCCc1ccc(Cl)cc1)/C(=C/c1cccnc1)NC(=O)c1ccccc1 | 50.3 | 0.4 | -8.8 | 3.0% | -0.8% | 20.3 | -2.6% | 0.9% | 0.4% | 0.8% | -14.5%
Clc1nc(NCc2ccco2)nc(N2CCCCC2)n1 | -8.0 | 1.4 | -8.0 | 2.0% | -0.1% | -27.5 | 4.3% | x | 0.1% | 0.6% | 2.1%
COc1ccc(CNC(=O)C(C)n2nc(C)n3c(cc4occc43)c2=O)cc1 (configuration not stated) | 3.0 | x | -12.1 | -9.6% | -0.8% | 32.0 | -5.3% | x | 3.1% | 1.2% | -24.0%
O=C(/C=C/c1ccc(Br)cc1)NC1CCCCCC1 | -9.1 | -1.0 | 17.2 | u | 0.5% | 3.7 | 6.7% | -21.4% | 0.9% | -1.7% | 0.0%
Cc1ccc(C)c(OCCCN2CCNCC2)c1 | 5.8 | 0.3 | 19.5 | 0.4% | 3.4% | -5.2 | u | -0.4% | -1.0% | 2.6% | 18.9%
CCO/C=C1/C(=O)N(c2ccccc2OC)C(=O)c2ccccc21 | -4.1 | -5.7 | -6.0 | -0.1% | 0.1% | 6.1 | 8.7% | -3.1% | -0.2% | -2.2% | -0.5%
C1=CCN(Cc2ccccc2)C1 | -3.5 | -0.4 | 12.7 | 4.1% | -0.5% | 4.2 | 6.9% | 0.5% | 0.6% | x | -3.5%
COc1ccc(CCNC(=O)c2ccccc2NC(=O)C2=C(C)OCCS2)cc1OC | 1.6 | x | 20.9 | 1.5% | -0.3% | 12.6 | 4.0% | x | 0.7% | -3.7% | 4.4%
CCCC(=O)Nc1ccc(-c2nc3cc(C)ccc3o2)cc1 | -6.7 | -1.3 | 12.7 | u | 0.2% | 2.7 | -17.7% | -7.8% | -1.9% | -1.2% | -3.6%
COc1ccc(Cl)cc1NC(=O)Nc1cnccn1 | -9.6 | 2.6 | -12.7 | 5.1% | 0.2% | -1.6 | -11.5% | 0.1% | -1.0% | -1.0% | -10.1%
Nc1ccccc1SCc1ccccc1Cl | -4.6 | -1.4 | -14.1 | u | -0.3% | -1.2 | -4.2% | -1.8% | 0.0% | x | -6.0%
CC(=O)NCC1CCCN(Cc2cn(-c3ccccc3F)nc2-c2cc(C)sc2C)C1 (configuration not stated) | 0.6 | 1.4 | 27.1 | 14.4% | -0.1% | -2.9 | u | -0.9% | 1.8% | 6.9% | -0.6%
Cc1nc(CC(=O)Nc2nc(C(C)(C)C)cs2)cs1 | 0.3 | -2.9 | -19.6 | u | 0.1% | 2.2 | -1.8% | 2.0% | 0.5% | -0.8% | 2.6%
O=C(Nc1ccccc1Oc1ccccc1)C1CC1 | -10.5 | 1.7 | -20.9 | 5.8% | 0.3% | -1.1 | 27.5% | u | 0.6% | 3.1% | -0.6%
CCOC(=O)C(C)/C(C)=N\Nc1ccc([N+](=O)[O-])cc1[N+](=O)[O-] (configuration not stated) | 0.3 | -0.1 | 0.9 | 10.2% | 0.4% | -38.8 | -19.9% | 3.0% | 0.7% | -0.5% | -5.1%
CC(=O)N1CCn2c3ccc(C)cc3c3cccc1c32 | -3.9 | -0.6 | -19.6 | 0.1% | -0.2% | 16.4 | -7.3% | 2.4% | -7.4% | -0.1% | -3.3%
O=c1c2ccccc2[nH]c(=S)n1Cc1ccc2c(c1)OCO2 | -10.8 | -1.6 | 12.8 | -5.8% | -1.0% | 9.9 | -26.5% | 5.3% | -5.1% | -0.6% | 7.7%
CC(NC(=O)C1CCN(c2nnc(-n3cccc3)s2)CC1)C12CC3CC(CC(C3)C1)C2 (configuration not stated) | 8.3 | 0.9 | -16.0 | -1.6% | 0.2% | -11.4 | -1.9% | -1.7% | 1.2% | 1.8% | -3.1%
Cc1cccc(NS(=O)(=O)c2ccc(NC(=O)N3CCCCC3)cc2)c1 | -16.0 | -1.3 | 8.6 | -5.3% | 0.3% | 10.1 | 1.2% | 1.0% | -1.3% | -1.6% | 4.4%
Cc1cc(C)nc(-n2nc(C)c(C3(O)C(=O)Nc4ccc(F)cc43)c2N)n1 (configuration not stated) | 1.4 | -1.1 | 28.6 | 0.2% | -0.3% | 12.7 | 2.0% | -1.3% | 3.7% | 9.5% | -2.9%
Cc1ccc(CCNC(=O)Cn2ncc3c([nH]c4ccccc43)c2=O)cc1 | -7.3 | 0.9 | -1.2 | -9.8% | 0.4% | 1.3 | 16.3% | x | 0.2% | -2.9% | 21.3%
O=C1c2oc3ccc(F)cc3c(=O)c2C(c2ccncc2)N1CCN1CCOCC1 (configuration not stated) | x | -0.4 | x | 4.2% | 0.0% | x | 21.5% | 0.4% | 0.4% | 1.3% | x
O=C(CCc1c[nH]c2ccccc12)N1CCCC1 | -9.4 | 1.6 | 4.9 | 1.4% | -0.6% | -6.5 | 3.4% | 0.5% | 1.2% | 3.1% | -1.0%
Cc1nn(Cc2noc(C(=O)NCc3ccc4c(c3)OCO4)n2)c(C)c1Br | 1.4 | 3.2 | -4.3 | -0.8% | -0.1% | 13.5 | -1.1% | 4.9% | 1.5% | 0.9% | 13.3%
